Screens: PubChem, National Center for Advancing Translational Sciences (NCATS)
Pf growth 48h: inhibits P. falciparum growth in the first generation, 48 h; P. falciparum luciferase growth in erythrocytes, 48 h; Potency, µM (titrated, usually from 28.7 µM), inactives show at the top dose activity change, negative = inhibition, usual class: inhibitors; 310,000 compounds, 5.9% hits; AID 504832; further: potency means the concentration at half of the fitted maximal effect; on the % scale 0 is the no-effect control and ±100 the full control effect
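First compound was added to culture medium, then infected red cells at 0.1% parasitemia and 2% hematocrit (final). After incubation at 37 C under 5% CO2, luciferase detection reagent was dispensed and light output recorded.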
Cycloheximide cs: affects cycloheximide protein synthesis inhibition readout, counter-screen; AID 2314; cell reporter, cycloheximide protein synthesis inhibition counterscreen; 300,000 compounds, 12% hits; max response, %; in the data active means max response mostly above about 13%, no sharp cut-off; inactive means mostly below about 14%; further: read at 38.3 µM for the half of the compounds with a filed dose; 0% is about no effect
Shiga toxin inh: inhibitors of Shiga toxin in Vero cells | Vero cells, Shiga toxin protein synthesis inhibition reporter | inhibition, % at 38.7 µM | 290,000 compounds, 9.2% hits | AID 2315; in the data active means inhibition mostly above about 28%, no sharp cut-off; inactive means mostly below about 43%; further: 0% is about no effect
FBPA Giardia inh: inhibitors of Giardia lamblia fructose-1,6-bisphosphate aldolase | 290,000 compounds, 0.71% hits | Potency, µM (doses to about 59.6 µM), inactives show top-dose activity, negative = inhibition, hits mostly inhibitors | A8B2U2 | purified Giardia FBPA; further: potency means the concentration at half of the fitted maximal effect; on the % scale 0 is the no-effect control and ±100 the full control effect; nearly all actives have a fitted effect of over 55% in size
Target sequence (A8B2U2 whole entry, looked up): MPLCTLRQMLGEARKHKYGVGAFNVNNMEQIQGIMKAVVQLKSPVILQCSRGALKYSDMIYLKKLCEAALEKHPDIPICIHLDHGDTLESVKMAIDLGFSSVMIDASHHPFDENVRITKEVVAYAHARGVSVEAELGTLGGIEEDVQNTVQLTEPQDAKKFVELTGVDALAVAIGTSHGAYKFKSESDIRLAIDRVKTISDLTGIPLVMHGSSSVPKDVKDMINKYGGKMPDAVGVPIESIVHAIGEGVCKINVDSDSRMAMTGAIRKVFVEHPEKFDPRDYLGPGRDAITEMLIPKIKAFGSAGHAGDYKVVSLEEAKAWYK
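40 nM FBPA preincubated 10 min at RT with compound (up to 57.5 uM final), then substrate plus GAPDH/TPI/NAD/arsenate coupling and diaphorase/resazurin added. Fluorescence read after 20 min at RT, 525/598 nm.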
Pf growth 96h: P. falciparum growth inhibition at 96 hours; P. falciparum luciferase reporter growth, 96 h; Potency, µM (series often up to 28.7 µM), inactives show top-dose activity change, negative = inhibition, usual class: inhibitors; 320,000 compounds, 6.9% hits; further: potency means the concentration at half of the fitted maximal effect; on the % scale 0 is the no-effect control and ±100 the full control effect
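Cell-based qHTS: luciferase-tagged P. falciparum in erythrocytes (2% hematocrit, 0.05% parasitemia final) incubated with compounds for 96 hours, 37 C, 5% CO2; luciferase detection reagent then added and luminescence measured.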
Sm TGR block: inhibitors of Schistosoma mansoni thioredoxin glutathione reductase; Potency, µM (series often up to 114 µM), without a hit: at the top dose activity change, negative = inhibition, hits mostly inhibitors; Q962Y6; 360,000 compounds, 3% hits; purified TGR, DTNB reduction, TNB absorbance 405 nm; further: potency means the concentration at half of the fitted maximal effect; on the % scale 0 is the no-effect control and ±100 the full control effect; nearly all actives have a fitted effect of over 60% in size
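First, TGR (20 nM dispensed) and NADPH were mixed with compound. Second, a 15 min room-temperature incubation followed. Third, further NADPH and then DTNB were added to start the reaction. Finally, TNB absorbance was monitored kinetically.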
An asterisk follows results filed as active; i = inactive; ? = inconclusive; . = not tested or not shown; & = joins results of further samples; [ ] = another dose, or the depositor's remark. Unless noted, the call rests on the fitted dose curve; in most records, active means well fitted curve in the direction sought with a large enough effect; inconclusive means small, poorly fitted or top-dose-only effect, or another doubt; inactive means no such curve, though single readings can be large; an effect the other way counts as inactive or inconclusive.

SMILES	Pf growth 48h	Cycloheximide cs	Shiga toxin inh	FBPA Giardia inh	Pf growth 96h	Sm TGR block
O=C(COc1ccc(Cl)cc1)Nc1ccc2oc(-c3ccncc3)nc2c1	?	-3	-42	-2%	.	-22%
O=C(O)c1ccc(S(=O)(=O)Nc2cccc(CP(=O)(c3ccccc3)c3ccccc3)c2)cc1	-59%	-3	9	12%	?	38%[activator]
CCN(CC(=O)Nc1c(F)cccc1F)C(=O)C1CCN(C(=O)c2ccc(F)cc2)CC1	7%	.	.	.	6%	4%
COc1ccc(CNC(=O)c2ccc[nH]2)cc1Cl	-5%	-2	-14	9%	-3%	.
COc1ccc(C(c2nnnn2Cc2cccs2)N2CCN(c3ccccc3F)CC2)cc1 (stereo not drawn)	.	-4	-4	-3%	?	6%[11.4 µM]
CCOC(=O)c1c(CN2CCN(c3ccccc3)CC2)oc2ccc(O)cc12	?	5	-10	-8%	-2%	-10%
CCN(CC)CCOC(=O)c1ccc(NC(=O)c2ccc(Cl)c(S(=O)(=O)N3CCCCCC3)c2)cc1	?	-1	-7	4%	4.1µM*	5%
CSCc1nc2scc(-c3ccccc3)c2c(=O)[nH]1	4%	7	17	2%	12%	-3%
COc1ccc(/C=N\NS(=O)(=O)c2ccc(C)cc2)cc1COc1ccccc1[N+](=O)[O-]	5%	-2	-9	-11%	0%	3%
CCN1C(=O)/C(=C\c2cn(-c3ccccc3)nc2-c2cccnc2)SC1=S	12µM*	-3	-1	3%	?	0%
COc1cccc(Nc2nnc(SCC(=O)N3CCOCC3)s2)c1	?	16*	73	-14%	64%[activator]	-6%
COc1cccc(NC(=O)CN2CC(c3ccccc3)CC2=O)c1 (stereo not drawn)	.	1	-6	4%	15%	-2%
O=C(O)c1cc(S(=O)(=O)N2CCN(c3ccccn3)CC2)ccc1Cl	-4%	-1	11	2%	?	-1%
N#Cc1c(Nc2ccc(F)cc2)sc(C(=O)c2ccc(F)cc2)c1N	53%[activator]	-3	-12	0%	22%	-26%
COC(=O)c1ccc(OC(C)C(=O)c2ccc(C)cc2)cc1 (stereo not drawn)	-18%	-1	5	-6%	?	6%
O=S(=O)(c1ccccc1)N(CC(O)CN1CCCCC1)c1ccccc1 (stereo not drawn)	.	5	-13	-7%	?	-3%
C(=N\n1cnnc1)/c1ccccc1OCCOc1ccccc1	18%	12	50	-2%	?	-4%
COC(=O)C1=C[C@@H](C(=O)OC)C2C3=C(C(=O)[C@]2(C)NC(=O)c2ccccc2)[C@H](C)[C@@H]2C(=O)N(C)C(=O)[C@@H]2[C@@H]3C1 (stereo partly drawn)	.	-4	3	3%	.	.
Cc1ccc(-n2ncc3c(=O)n(CC(=O)NCC4CCCO4)cnc32)cc1 (stereo not drawn)	16%	-2	22	0%	38%[activator]	0%
Cc1c(NS(=O)(=O)c2cc(C(=O)NCCc3ccc(F)cc3)cc(Cl)c2Cl)c(=O)n(-c2ccccc2)n1C	-17%	.	.	.	?	8%
COCC(=O)NCCSc1c(C)[nH]c2ccccc12	28%	9	5	-4%	-1%	-4%
Cc1ccc(N(CC(=O)N/N=C/c2cc(C)n(-c3ccccc3C)c2C)S(C)(=O)=O)cc1	?	14	-4	-16%	46%	-2%
CC1(C)NC(=O)N(CC(=O)N2CCN(c3cccc(C(F)(F)F)c3)CC2)C1=O	4%	.	.	.	23%	3%
Cc1nc(SCC(=O)N2CCN(c3ccccc3)CC2)c2oc3ccccc3c2n1	60%[activator]	0	-4	3%	27%	-1%
COc1ccc(-c2nnc3sc(-c4ccc(Br)o4)nn23)cc1OC	-6%	25	1	0%	?	3%
O=C(CSc1nnc(Cc2cccs2)n1Cc1ccco1)Nc1cc(Cl)cc(Cl)c1	-29%	-3	-16	3%	31%[activator]	35µM*
COc1cccc(-n2c(-c3ccoc3)nc3ccccc3c2=O)c1	.	6	-18	-1%	-27%	1%
O=C(Cn1ncc2c3ccccc3n(Cc3ccc(F)cc3)c2c1=O)N1CCC2(CC1)OCCO2	12µM*	1	13	-8%	?	-2%
CCN1C(=O)[C@H]2[C@@H](c3ccc(C)cc3)N3C(=O)N(c4cccc(F)c4)C(=O)[C@@]3(Cc3ccc(Cl)cc3)[C@H]2C1=O	?	.	.	.	?	3%
O=C(Nc1cccc(S(=O)(=O)N2CCOCC2)c1)c1ccccc1[N+](=O)[O-]	-15%	.	.	.	-2%	-4%
O=C(CSc1nccc(=O)[nH]1)Nc1ccc(N2CCOCC2)cc1	1%	-1	-4	-28%	?	2%
COc1ccc(NC(=O)CC2SC(=NCc3ccccc3OC)NC2=O)cc1 (stereo not drawn)	?	-2	-7	2%	-2%	-29%
CC(=O)Nc1ccc(C(=O)N(C2=NC(C)CS2)c2ccc(Cl)cc2)cc1 (stereo not drawn)	10%	29*	33	.	4%	-11%
CSCCC(NC(=O)c1ccccc1)C(=O)NCCc1ccc2c(c1)OCCO2 (stereo not drawn)	?	.	.	.	-30%	-2%
CNC(=S)N(Cc1cccs1)Cc1cc2cc(OC)ccc2[nH]c1=O	?	0	-15	1%	7.4µM*	-1%
COc1ccc(NC(=O)CSc2nnc3ccc(-c4cccnc4)nn23)cc1OC	?	.	.	.	?	6%
O=S(=O)(c1ccccc1)N1CCCCC1c1cccnc1 (stereo not drawn)	2%	-1	-15	-19%	?	26%
O=C(Nc1ccccc1C(F)(F)F)c1ccccc1Br	43%[activator]	6	-5	0%	-24%	0%
COc1cccc(N2CCN(c3nc(C)cc(=O)[nH]3)CC2)c1	3%	-3	-2	-9%	0%	-10%
N#Cc1ccccc1OCC(=O)N1N=C(c2cccs2)CC1c1ccco1 (stereo not drawn)	?	.	.	.	?	?
Cc1ccc(/C=N/NC(=O)CSc2nnc(-c3ccccc3)n2-c2ccc(Cl)cc2)o1	-20%	-4	-1	6%	?	1%
Nc1nc2ccccc2n1C(=O)c1ccccc1	-49%	3	-14	-27%	123%[activator]	.
Nc1csnc1C(=O)O	5%	-1	-5	-11%	.	-9%
CN(C)Cc1c(C(=O)N/N=C/c2cccnc2)nnn1-c1nonc1N	?	-2	-2	.	?	-9%
COCCNC(=S)N(CCc1c(C)[nH]c2ccc(F)cc12)Cc1cccs1	?	5	-6	-14%	0%	9%
CC(Oc1cccc(Cl)c1)C(=O)Nc1cc(Cl)ccc1N1CCOCC1 (stereo not drawn)	?	.	.	.	?	-1%
COc1ccc(N2C(=O)/C(=C/c3ccc(OC)c(OC)c3)C(=O)NC2=S)cc1	14%	-3	-3	?	-2%	10µM*
CCCNc1nc(Nc2ccc(C)c(Cl)c2)c2cnn(C)c2n1	?	-2	-7	8%	0%	-18%
O=C(C1CC1)N1CCN(c2ccnc3cc(Cl)ccc23)CC1	-13%	-3	4	5%	7.4µM*	12%
CC(C)(C)c1csc(NC(=O)c2ccccc2O)n1	-3%	32*	39*	?	17%	-12%
CCC(=O)N1c2ccccc2NC2=C(C(=O)CCC2)C1c1ccc(N(C)C)cc1 (stereo not drawn)	-8%	-3	-21	-1%	?	-4%
CN(CCO)c1cnccn1	-1%	-5	-3	4%	10%	4%
COc1ccc(C(=O)Nn2c(C)nc3ccccc3c2=O)cc1OC	.	-3	-5	3%	39%[activator]	3%
COc1ccc(C2(C)NC(=O)N(CC(=O)NCc3ccccc3)C2=O)cc1OC (stereo not drawn)	-3%	-3	-5	-1%	7%	-4%
COc1ccc(CNC(=O)N2CCN(S(=O)(=O)c3ccccc3)CC2)cc1	29%	0	-4	2%	26%	-9%
CCCOC(=O)c1c(NC(=O)CSc2nc(-c3ccco3)cc(C(F)(F)F)n2)sc(C(=O)OC)c1C	10%	-4	17	-8%	.	-13%
CC(=O)Cc1nsc(Nc2cccc(C)c2)n1	93%[activator]	28*	92*	-4%	i	-4%
COc1ccc(OC)c(S(=O)(=O)Nc2ccc(-c3ccc4nncn4n3)cc2)c1	19%	.	.	.	?	5%
CC(=O)N1CCc2cc(S(=O)(=O)CCC(=O)NCc3cccs3)ccc21	19%	-3	-14	1%	56%[activator]	6%
CCOc1cnn(-c2ccccc2)c(=O)c1Cl	.	8	10	-3%	9%	?
Next part.
SMILES	Pf growth 48h	Cycloheximide cs	Shiga toxin inh	FBPA Giardia inh	Pf growth 96h	Sm TGR block
CCN(Cc1nc2cc(Cl)ccc2c(=O)[nH]1)C(=O)COc1ccccc1Cc1ccccc1	?	.	.	.	?	-8%
COc1cccc2c1OCC(C(=O)Nc1nccs1)=C2	-6%[0.00184 µM]	41*	108*	6%	-5%	-15%
N#CCCN(C(=O)CSc1nc2nc(-c3cccs3)cc(C(F)(F)F)c2c(=O)[nH]1)c1ccccc1	-15%	-2	-9	10%	-18%	0%
COc1ccc(CNS(=O)(=O)c2cc3c4c(c2)CCN4C(=O)CC3)cc1	-14%	.	.	.	?	-1%&3%
CN(C)c1ccc(NC(=O)N2CCOCC2)cc1	6.6µM*	39*	72*	?	?	-11%
Nc1[nH]n2c(=O)cc(-c3ccccc3)nc2c1N=Nc1ccc(S(N)(=O)=O)cc1	14%	-2	15	1%	1%	3%
Cc1c(N=Cc2c(O)n(Cc3ccco3)c(=O)c3ccccc23)c(=O)n(-c2ccccc2)n1C	12µM*	1&0	6&-2	8%&-2%	17%	-4%&0%
Cc1ccc(C(=O)O/N=C(\N)c2ccccn2)c(Cl)c1	?	-11	.	9%	?	-12%
O=C1CN(C(=O)COc2ccc(F)cc2Cl)c2ccccc2N1	?	12	32	4%	?	1%
CCOCCCNC(=O)CN1C(=O)/C(=C\c2ccc(C)cc2)Sc2ccccc21	-18%	-1	12	6%	51%[activator]	-10%
CN(C)C(CNC(=O)CCCN1C(=O)c2cccc3cccc(c23)C1=O)c1ccccc1 (stereo not drawn)	?	5	3	1%	-22%	-23%
COc1ccc(OCCN2C(=O)c3cccc(N)c3C2=O)cc1	95%[activator]	32*	74*	-7%	127%[activator]	-13%
O=C(O)c1ccc(Cl)c(S(=O)(=O)Nc2ccc3[nH]c(=O)[nH]c3c2)c1	-4%	0	8	?	-5%	-1%
CC(C)(C)OC(=O)N/N=C/c1ccc(C(=O)O)cc1	?	29*	52*	2%	?	1%
O=c1oc(-c2ccccc2[N+](=O)[O-])nc2ccccc12	4%	-1	-11	3%	?	-16%
O=C(COC(=O)CSc1ccc(Cl)cc1)Nc1ccccc1	18%	.	.	.	63%	18%
O=C1C(c2cc(=O)c3ccccc3[nH]2)=C(O)c2ccccc21	-9%	42*	137*	?	-22%	4%
CCn1ccc(C(=O)Oc2ccc(Cl)cc2)n1	21%	22*	56*	-1%	8%	-20%
FC(F)(F)COc1nc(N2CCCCC2)nc(N2CCNCC2)n1	-8%	0	-3	5%	76%[activator]	-9%
CC1CCCCN1C(=O)COC(=O)c1cc(-c2cccs2)nn1-c1ccccc1 (stereo not drawn)	?	.	.	.	?	2%

Four structures out of the list, sorted by number of heavy atoms, rising:
SMILES	Pf growth 48h	Cycloheximide cs	Shiga toxin inh	FBPA Giardia inh	Pf growth 96h	Sm TGR block
CCn1ccc(C(=O)Oc2ccc(Cl)cc2)n1	21%	22*	56*	-1%	8%	-20%
CC(C)(C)OC(=O)N/N=C/c1ccc(C(=O)O)cc1	?	29*	52*	2%	?	1%
O=c1oc(-c2ccccc2[N+](=O)[O-])nc2ccccc12	4%	-1	-11	3%	?	-16%
O=C(COC(=O)CSc1ccc(Cl)cc1)Nc1ccccc1	18%	.	.	.	63%	18%

Entries shown so far with bromine:
SMILES	Pf growth 48h	Cycloheximide cs	Shiga toxin inh	FBPA Giardia inh	Pf growth 96h	Sm TGR block
COc1ccc(-c2nnc3sc(-c4ccc(Br)o4)nn23)cc1OC	-6%	25	1	0%	?	3%
O=C(Nc1ccccc1C(F)(F)F)c1ccccc1Br	43%[activator]	6	-5	0%	-24%	0%
